Rtt109 Vps75 – C. albicans Rtt109 histone acetyltransferase inhibition. Q5AAJ8. purified Rtt109/Vps75, ThioGlo CoA-SH fluorescence, 4 h. inhibition, % at 34.9 µM. actives 0.16% (n = 330,000). AID 540336;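 active = inhibition of at least 50% in every replicate; inconclusive = best replicate reaches 50% inhibition but some replicates fall short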
Target sequence (Q5AAJ8 whole entry, looked up): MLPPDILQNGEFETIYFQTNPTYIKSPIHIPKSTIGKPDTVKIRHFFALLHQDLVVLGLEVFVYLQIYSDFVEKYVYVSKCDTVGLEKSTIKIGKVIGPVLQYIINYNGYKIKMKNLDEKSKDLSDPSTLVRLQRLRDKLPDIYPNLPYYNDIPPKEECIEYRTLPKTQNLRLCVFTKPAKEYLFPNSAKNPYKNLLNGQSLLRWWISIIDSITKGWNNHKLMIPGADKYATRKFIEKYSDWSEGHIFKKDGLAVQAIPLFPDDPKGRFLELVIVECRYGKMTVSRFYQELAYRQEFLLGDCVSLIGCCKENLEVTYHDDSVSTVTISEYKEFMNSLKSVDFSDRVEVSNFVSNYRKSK
Wnt act – Wnt/beta-catenin pathway activation; Wnt/beta-catenin reporter cell assay, activator, plate reader; activation, % at 9.35 µM; actives 1.2% (n = 300,000); in the data active = activation above about 30%, passing the limit was not always enough; inconclusive = no clear call, values can overlap the other calls;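 also: 0% = neutral control wells and 100% = positive control wells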
CAL PDZ FP – blocks peptide binding to human CAL PDZ domain | Q9HD26 | purified CAL PDZ, TMR-peptide fluorescence polarization, 1 h | inhibition, % at 20 µM | actives 0.02% (n = 330,000) | AID 504414;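 active = highest replicate inhibition of at least 40%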;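 also: plate controls were DMSO neutral control wells for no effect and unlabeled competitor peptide control wells for full effect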
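Test system: tagged CAL PDZ domain / Buffer or medium: sodium phosphate/NaCl buffer pH 7.4 with TCEP, IgG, Thesit / Reagent: TMR-labelled reporter peptide T*-PRC34 bound in PDZ groove / Compound dosing: single point, 20 µM / Schedule: 1 h incubation at room temperature before polarization reading / Technique: fluorescence polarization (mP) / Benchmarks: unlabelled peptide, DMSO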
PvdQ acylase – blocks Pseudomonas aeruginosa PvdQ acylase activity | purified PvdQ acylase, fluorescence plate reader | inhibition, % at 10 µM | actives 0.063% (n = 340,000) | AID 488965; in the data active = inhibition above about 30%, passing the limit was not always enough; inconclusive = no clear call, values can overlap the other calls;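 also: 0% = vehicle neutral wells and 100% = reference inhibitor wells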
PfHsp90 set2 – reduces growth (ATP signal) of yeast expressing P. falciparum Hsp90 | inhibition, % at 9.4 µM | S. cerevisiae expressing PfHsp90, BacTiter-Glo ATP, 48 h; yeast lacking PDR1 and PDR3 efflux regulators | actives 0.32% (n = 310,000) | AID 504621;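 active = every replicate shows inhibition above about 80%, whatever the replicate mean, limit read from the data; inconclusive = mean inhibition reaches the set limit but some replicate falls short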;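 also: 0% = DMSO neutral controls and 100% = 20 µM radicicol positive controls; yeast relying on Plasmodium falciparum Hsp90 in place of its own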
DAGLB inhibitor – blocks human DAGLB lipase activity. Q8NCG7. HEK293T DAGLB membrane lysate, EnzChek fluorogenic substrate. inhibition, % at 5.17 µM. actives 0.059% (n = 340,000). AID 504411; in the data active = inhibition above about 34%;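 also: 0% = enzyme with vehicle and 100% = wells lacking enzyme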
Target sequence (Q8NCG7 whole entry, looked up): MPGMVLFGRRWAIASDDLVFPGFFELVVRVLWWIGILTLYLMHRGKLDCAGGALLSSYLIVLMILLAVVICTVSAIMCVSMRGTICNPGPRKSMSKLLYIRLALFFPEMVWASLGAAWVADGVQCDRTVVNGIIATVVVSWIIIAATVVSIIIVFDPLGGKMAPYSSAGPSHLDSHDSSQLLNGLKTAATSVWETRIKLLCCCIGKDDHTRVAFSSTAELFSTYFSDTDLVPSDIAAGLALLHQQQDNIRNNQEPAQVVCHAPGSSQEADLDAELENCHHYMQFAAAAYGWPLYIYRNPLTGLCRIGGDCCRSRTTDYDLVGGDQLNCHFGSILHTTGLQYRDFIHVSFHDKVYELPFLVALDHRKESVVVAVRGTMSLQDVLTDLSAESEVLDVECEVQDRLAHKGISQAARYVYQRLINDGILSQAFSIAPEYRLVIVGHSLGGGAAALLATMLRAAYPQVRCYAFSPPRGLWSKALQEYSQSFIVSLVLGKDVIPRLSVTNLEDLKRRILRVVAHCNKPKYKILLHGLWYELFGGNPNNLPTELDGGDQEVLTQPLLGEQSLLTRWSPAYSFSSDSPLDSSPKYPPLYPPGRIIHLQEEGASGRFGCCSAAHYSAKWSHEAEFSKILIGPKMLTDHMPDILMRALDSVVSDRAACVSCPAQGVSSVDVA
E coli growth – reduces bacterial viability in AddAB counter-screen; actives 0.27% (n = 330,000); E. coli V3065 growth, OD600 absorbance, 18 h; inhibition, % at 11.9 µM;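 active = inhibition above the campaign's mean inhibition across all tested compounds plus 3 SD, cut at about 9.9% in these data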;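 also: uninfected addAB+ strain grown without phage in ampicillin broth; 0% = DMSO wells and 100% = ciprofloxacin 0.95 µg/ml wells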
phage Ecoli inh – E. coli growth loss with phage present. growth absorbance. actives 0.26% (n = 360,000). inhibition, % at 11.9 µM; in the data active = inhibition above about 11%
AddAB inh – less growth of phage-infected E. coli with AddAB; E. coli expressing H. pylori AddAB, absorbance growth; actives 0.29% (n = 330,000); AID 435030; inhibition, % at 11.9 µM; in the data active = inhibition above about 12%;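 also: 0% = vehicle wells of infected cells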
Tat export inh – inhibitors of E. coli Tat protein transport; E. coli MC4100 TorA-mCherry Tat export, fluorescence; inhibition, % at 10 µM; actives 0.036% (n = 340,000);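 active = mean replicate inhibition at least 50% and at least half of replicates individually reaching 50%; inconclusive = only one of the two criteria met; inactive = neither criterion met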;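 also: exported cargo escapes ClpAP degradation while cytoplasmic cargo is degraded and loses fluorescence; 0% = median of neutral control wells and 100% = median of NaSCN control wells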
The depositor's hits bear a star; u = inconclusive; x = not tested or not shown.

SMILES	Rtt109 Vps75	Wnt act	CAL PDZ FP	PvdQ acylase	PfHsp90 set2	DAGLB inhibitor	E coli growth	phage Ecoli inh	AddAB inh	Tat export inh
CCc1ccc(Nc2ncccc2C#N)cc1	-17	x	-1.8	9	4	-5	1.7	4.9	1.1	-5
COc1ccccc1C(=O)Nc1sc2c(c1C(N)=O)CCCC2	-20	1	3.5	11	-6	-1	-0.4	-3.9	0.0	5
O=C(CN(C(=O)c1csnn1)c1ccccc1F)NC1CCCCC1	3	-6	-1.6	-15	5	-4	-0.7	2.5	-0.3	6
COC(=O)C(C)SC1=N/C(=C/c2ccc(-n3cncn3)cc2)C(=O)N1 (configuration not stated)	10	0	-1.8	5	-2	2	-1.7	2.2	1.6	-2
CC(C)CCn1c(SCCN2CCOCC2)nc2c1c(=O)[nH]c(=O)n2C	2	x	-2.5	-3	22	2	-2.8	2.1	-0.8	0
N#C/C(=C/C1=C(N2CCOCC2)C(=C/c2ccccc2)/CC1)C(=O)Nc1ccccc1F	x	-7	-1.5	6	x	1	x	3.3	x	0
COc1ccc(C(=O)NC2CC2)cc1OC1CCN(Cc2ccc(F)cc2)CC1	4	1	-2.1	-6	-6	1	x	3.8	x	-10
Cc1ccnc(NC(=O)CCCc2ccccc2)c1	0	x	0.7	1	1	-2	1.2	3.6	4.0	0
O=C(CSc1nnc(C2CC2)n1C1CC1)c1ccc(F)c(F)c1	-7	9	-1.9	-4	10	1	0.7	0.4	2.6	2
COc1cc(C)c(N(C(C)=O)c2ccccc2)c(C)c1	-6	x	-0.3	-12	-16	-1	-2.7	5.0	-3.6	-4
O=C(CSc1ncc(-c2ccccc2)nn1)NCc1ccco1	-5	x	-2.3	3	-20	4	-0.4	0.9	1.8	4
CCc1ccc(NS(=O)(=O)c2c(C(=O)N3CCCCCC3)c(C)n(C)c2C)cc1	3	0	-1.4	0	1	-1	0.7	3.5	6.4	1
COc1ccc(OC)c(N(CC(=O)N2CCc3ccccc3C2)S(C)(=O)=O)c1	4	-1	0.0	9	8	1	-1.3	3.1	1.1	-13
Cc1nc(SCC(=O)c2ccc(F)c(F)c2)[nH]c(=O)c1Oc1ccc(F)cc1	4	-1	-0.6	10	10	5	-3.8	2.2	-1.0	6
O=C(N/N=C/c1ccccc1O)NC12CC3CC(CC(C3)C1)C2	3	19	-1.0	-4	-18	6	2.6	-0.6	0.3	-7
O=C(Nc1ccc(S(=O)(=O)Nc2cnc3ccccc3n2)cc1)c1ccc(Cl)c([N+](=O)[O-])c1	-8	0	-1.7	1	-9	14	-0.2	1.0	5.5	-1
Cc1ccc2cccc(OCc3ccccc3)c2n1	x	-1	x	x	x	x	0.0	2.7	0.0	x
Cc1cc(C(=O)NC(Cc2ccccc2)C(=O)O)c(C)o1 (configuration not stated)	5	-4	0.5	5	7	1	0.9	0.5	1.7	5
COC(=O)c1c(C(=O)OC)c(-c2cccc(F)c2)n2c1CS(=O)(=O)C2	-8	3	0.3	-11	11	-1	-1.7	-1.5	-0.2	-1
CC(=O)Cn1cnc2c(sc3nc(C)cc(C)c32)c1=O	-5	-2	0.9	-16	-21	2	2.7	-1.5	1.3	-1
N#Cc1ccc(Cl)cc1NC(=O)CSc1cccc[n+]1[O-]	0	1	-0.7	-14	-12	2	-1.0	-2.9	1.6	8
Cc1ccc(N2C(=O)C3CC3C2=O)cc1 (configuration not stated)	x	x	-2.6	-17	-15	1	-0.6	1.1	0.7	-2
Cc1noc(C)c1C(=O)OCC(=O)Nc1ccccc1Oc1ccccc1	6	x	0.6	-2	-4	-1	0.9	0.6	1.1	8
CC(=O)Nc1sc(C)c(C)c1C(=O)OCC(=O)NCc1ccc(Cl)cc1	-4	2	-0.7	-8	-1	0	-3.2	-0.2	-3.0	6
O=S(=O)(Nc1ccc(N2CCOCC2)cc1)c1ccc(F)cc1	0	2	-1.1	-9	8	-1	-1.8	-0.3	3.8	6

The results go on.
SMILES	Rtt109 Vps75	Wnt act	CAL PDZ FP	PvdQ acylase	PfHsp90 set2	DAGLB inhibitor	E coli growth	phage Ecoli inh	AddAB inh	Tat export inh
CCOc1ccc(/C=c2\sc3nc(-c4ccco4)nn3c2=O)cc1OCC	8	1	-0.4	-7	-37	1	4.4	0.2	3.7	3
CCN(CC)S(=O)(=O)c1cc(NS(=O)(=O)c2c(Cl)cccc2Cl)ccc1C	-2	-2	-1.0	-9	-9	-3	0.7	2.7	2.0	4
COc1cc(C(=O)N2CCN(Cc3ccc4c(c3)OCO4)CC2)c([N+](=O)[O-])cc1OC	-2	1	x	-4	-10	1	2.2	-0.2	4.0	-4
CCOC(=O)CNC(=S)N(Cc1ccc(C)cc1)Cc1ccc(C)o1	6	x	-0.4	26	-5	-4	-3.4	0.5	1.0	3
Cc1cccc(NC(=O)c2cc(NC(=O)C3CCCCC3C(=O)O)ccc2N2CCCCC2)c1 (configuration not stated)	u	x	-1.8	-13	6	9	1.0	0.9	0.3	14
Cc1cc2c3ccccc3ncn2n1	-8	1	-3.4	9	-10	-3	-0.7	-0.5	-0.7	-9
COc1cccc(-c2nnc(SCC(=O)Nc3ccc4c(c3)OCCO4)n2Cc2ccco2)c1	0	x	-0.3	-21	-30	-1	1.2	1.3	3.4	10
Cc1cc(C)nc(SCC(=O)c2ccc(F)cc2)n1	2	0	-0.7	-7	-13	-1	-1.5	-0.5	3.1	15
CNc1nc(-c2ccc3c(c2)CCN3C(=O)CC(C)(C)C)c(C)s1	6	2	-0.5	-5	10	1	2.4	5.5	-0.6	9
CN(C(=O)Nc1ccc(S(=O)(=O)N(C)C)cc1)C1CCCCC1	-5	x	-0.7	-9	3	1	1.8	5.8	7.1	-2
Cc1nn(CC(=O)OCC(=O)NC(C)c2ccccc2)c(C)c1[N+](=O)[O-] (configuration not stated)	10	-1	-2.9	9	-4	0	-0.3	1.9	-0.8	-10
CCOCCCNCc1ccc(Cl)cc1	16	-1	0.1	7	-11	1	0.1	2.8	3.3	-17
CC(=O)c1cccc(OCC(=O)NC2CCCCCC2)c1	-4	0	-0.4	-16	16	1	x	0.8	x	2
NS(=O)(=O)c1cc(C(=O)OCC(=O)Nc2ccc(N3CCCCC3)cc2)ccc1Cl	3	4	-2.0	-2	-8	5	-0.4	3.2	0.3	2
O=C(NNC(=O)c1cccc(C(F)(F)F)c1)c1ccncc1	-6	0	x	6	5	1	-0.6	0.3	0.6	-1
CC(C)N1CCN(S(=O)(=O)c2ccccc2)CC1	-9	-2	-0.4	-5	41	0	-2.4	1.2	0.3	7
O=C(Nc1ccccc1C(=O)O)/C(=C/c1ccc([N+](=O)[O-])cc1)NC(=O)c1ccc(Br)o1	0	-2	0.0	-3	6	1	1.4	1.6	0.1	-5
COC(=O)COc1ccc(/C=N/NC(=O)CN(c2ccccc2OC)S(=O)(=O)c2ccccc2)cc1	-2	-1	-0.9	6	0	2	-0.3	3.8	0.3	-1
CC(=O)Nc1ccc(S(=O)(=O)NCCC(=O)OCc2ccccc2F)cc1	-9	-1	-3.0	-6	2	4	-1.1	0.1	2.5	2
CC1OC(Oc2ccc3ccc(=O)oc3c2-c2c(O)ccc3cc(Oc4ccc5ccc(=O)oc5c4)c(=O)oc23)C(O)C(O)C1O (configuration not stated)	-4	-1	-0.3	-5	2	4	2.7	1.2	3.6	-2
CCCCn1c(N)c(N(CC)C(=O)CSCC(=O)Nc2ccc(OC)cc2)c(=O)[nH]c1=O	-8	1	-0.6	-8	9	0	-0.7	-2.5	1.1	-3
CCC(CO)Oc1cc(NCc2ccccc2C(F)(F)F)c2ncn(C(C)C)c2c1 (configuration not stated)	4	-1	0.1	-9	x	2	-0.5	2.0	0.7	3
Cc1ccc(CS(=O)(=O)Cc2ccc(C(=O)NCc3cccs3)o2)cc1	10	1	-3.0	1	7	-1	1.7	1.7	-1.1	-3
COc1ccc(/C(O)=C2/C(=O)C(=O)N(CCN(C)C)C2c2ccc(OC)c(OC)c2)c(C)c1 (configuration not stated)	6	x	-1.1	10	-8	3	1.7	1.2	1.9	14
Oc1ccccc1N1CCN(C(=S)Nc2ccc(SC(F)F)cc2)CC1	-1	3	-3.4	2	-22	-2	3.3	5.3	-0.3	8

Next part
SMILES	Rtt109 Vps75	Wnt act	CAL PDZ FP	PvdQ acylase	PfHsp90 set2	DAGLB inhibitor	E coli growth	phage Ecoli inh	AddAB inh	Tat export inh
Cc1cc(C)cc(NC(=O)Nc2cc(S(=O)(=O)N(C)C)ccc2C)c1	x	0	x	x	x	x	0.2	0.1	1.1	x
O=C(COC(=O)c1ccccc1NCCO)NCC1CCCCC1	-37	-1	0.4	-10	-3	1	-1.2	3.2	1.1	8
Brc1ccc(-n2cc(-c3ccccc3)c3c(NN4CCOCC4)ncnc32)cc1	0	0	-2.2	-2	-22	1	-1.5	-0.4	2.0	8
CN(Cc1cccc([N+](=O)[O-])c1)Cc1cccc2ccccc12	12	-3	-0.4	26	7	-14	x	1.6	x	10
Cc1cc(C(=O)NC2CCN(Cc3ccccc3)CC2)n[nH]1	-3	11	-2.8	-11	-10	-2	-1.4	-2.3	-1.6	-6
COc1ccc2oc(C(=O)NCCC(C)C)c(C)c2c1	-16	-2	0.3	4	-11	-13	0.7	1.1	-0.2	19
CCOc1ccc(CCNC(=O)Cn2cccc2C(=O)c2ccccc2)cc1OCC	-7	3	0.4	-6	-23	-1	-1.6	3.9	-0.8	-2
Cc1cc(C)c2c(c1)-c1c(ssc1=S)C(C)(C)N2C(=O)CN1C(=O)c2ccccc2C1=O	9	-4	-0.2	11	-20	19	-0.3	4.6	2.0	6
Cc1ccc(-c2nnn(CC(=O)N(c3ccccc3)C(C(=O)NC3CCCC3)c3ccco3)n2)o1 (configuration not stated)	0	x	-0.4	-5	x	0	0.1	1.4	0.9	-6
Cc1n[nH]c(=O)nc1N1CCN(c2ccccc2)CC1	1	x	-0.5	2	-21	-3	1.0	0.5	3.6	-7
Cc1ccccc1NC(=S)N(C)C1(c2ccccc2Cl)CCCCC1=O (configuration not stated)	8	x	-1.5	2	-7	1	-0.3	3.0	-0.1	-9
CCOC(=O)c1ccc(NC(=O)c2ccc(CN3CCOCC3)cc2)cc1	-5	x	x	1	-3	1	-0.9	3.0	1.5	2
O=C(CSc1cccc[n+]1[O-])NC(=O)c1ccc(OC(F)F)cc1	3	-2	-1.1	3	x	0	2.0	2.8	1.0	5
C=CCNCCOCCSc1ccc(Cl)cc1	-2	-8	-1.3	-19	15	-2	2.7	3.1	4.2	-2
CC(C)Nc1nc2c(c(=O)n(C)c(=O)n2C)n1C	12	5	1.7	7	8	-2	0.3	3.4	1.3	-18
CC1(C)OC(=O)N(CCC(=O)Nc2cccc(F)c2)C1(C)O (configuration not stated)	16	-1	-2.1	4	x	-1	1.0	4.1	-0.6	-3
N=C1C(c2ccccc2)=C(O)CN1NC(=O)c1ccccc1	5	-7	-2.1	-11	-17	1	-0.8	5.2	2.0	-4
CCOc1ccc(-n2c(Cc3cc(=O)[nH]c(=O)[nH]3)nnc2SC(C)C)cc1	5	x	-2.8	-2	5	2	-1.3	3.2	4.7	-6

Compounds were not picked by outcome; about 1.9% have a hit in one of these screens.
